# From PubChem
# IkB signaling: suppresses IkB signaling in ABC-DLBCL reporter cells | Potency, µM (highest dose often 57.1 µM), without a hit: top-dose IkBa stabilization activation | ABC-DLBCL IkBa-CBG/CBR dual luciferase ratio, 4 h; response scale: scaled: untreated 0%, proteasome inhibitor 100% | hit rate 0.04% among 110,000; active = well fitted curve in the direction sought with a large enough effect in the signal ratio, not every such curve was filed as active; inconclusive = small, poorly fitted or top-dose-only effect, or a change in a side signal; the % refers to the signal ratio;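 also: the direction sought is a rising ratio; 0% = basal untreated cells and 100% = reference inhibitor full response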
#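 Luminescence ratio of IκBα-fused green versus native red beetle luciferase in OCI-Ly3 cells, 4 h post-doxycycline with compound; red signal alone, scaled from basal (0%) to zero light (-100%), flagged nonspecific or cytotoxic effects.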
# p53ts 39C tox: kills p53ts cells at the nonpermissive temperature | H1299-p53A138V viability at 39C, ATP luminescence, 24 h | Potency, µM (doses to about 46.1 µM), inactives show at the top dose activity change, negative = cell killing, usual class: cytotoxic | hit rate 1.5% among 130,000; also: nearly all actives have a fitted effect of over 55% in size
# p53ts 32C kill: cytotoxicity in p53ts cells at permissive temperature. H1299-p53A138V at 32C, ATP luminescence viability, 24 h. hit rate 0.93% among 130,000. Potency, µM (top dose mostly 46.1 µM), for the others: at the highest dose activity change, negative = cytotoxicity, usual class: cytotoxic;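 also: 0% = DMSO and -100% = full killing by reference compound; nearly all actives have a fitted effect of over 55% in size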
#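 ATP-content luminescence (ATPlite) read-out after 24 h compound exposure at 32C in H1299-p53A138V cells (600/well). Tested up to 46 uM. Normalized to DMSO (0%) and 100 uM tamoxifen (100% killing); Hill-fit AC50.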
# Peg3 imprint: induces erasure of genomic imprints in mouse ES cells. mouse ES Peg3-LacZ reporter, beta-gal luminescence, 40 h. Potency, µM (top dose mostly 60.7 µM), without a hit: top-dose activity change, positive = activation, usual class: activators. hit rate 0.02% among 110,000. AID 1948;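 also: 0% = negative control wells on the plate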
#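 Gelatin-coated wells received 300 freshly trypsinized female ES cells with a Peg3LacZ-Neo reporter on the maternal allele, then incubated 40 hours at 37C. BetaGlo was added for 5 minutes at room temperature before a single luminescence read.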
# Numbers without * were called inactive; ? = inconclusive; · = not tested or not shown; [ ] = dose if it differs, or a comment. Unless noted, calls follow the shape of the dose curve; as a rule, active = well fitted curve in the direction sought with a large enough effect; inconclusive = small, poorly fitted or top-dose-only effect, or another doubt; inactive = no such curve, though single readings can be large; an effect the other way counts as inactive or inconclusive. Unless noted, % is scaled to controls: 0 for no effect and ±100 for the full control effect; potency is read from the fitted curve at half-maximal effect. Compounds as they come; overall some 1.7% were active at least once.
# Keys: A = IkB signaling; B = p53ts 39C tox; C = p53ts 32C kill; D = Peg3 imprint
CC(=O)c1c(C)nc2ccc(Br)cc2c1C(=O)O
  A: 13%	B: 1%	C: -1%	D: -2%

CCOc1cc(/C=C(\C#N)C(=O)Nc2ccccc2C)ccc1OCc1cc(=O)n2nc(CC)sc2n1
  A: 0.7%	B: -13%	C: 6%	D: 27%[10.9 µM]

O=C(Nc1ncnc2sc3c(c12)CCC3)c1ccco1
  A: -2.9%	B: 9%	C: -6%	D: -7%

Cc1nnc(N2CCN(c3cccc(C(F)(F)F)c3)CC2)c2c1nnn2Cc1ccccc1
  A: ?	B: -19%	C: -1%	D: -11%[10.9 µM]

CCN(CC)C(=O)c1ccc(COc2ccccc2Br)o1
  A: 3.8%	B: -8%	C: -9%	D: -11%

O=S(=O)(NCC1CCCO1)c1ccc2c(c1)OCCO2 (configuration not stated)
  A: -0.1%	B: 10%	C: 1%	D: -11%

COC(=O)c1cc2sccc2n1Cc1ccccc1
  A: -3.2%	B: -22%	C: 6%	D: 12%[10.9 µM]

N#C/C(=C\c1ccc(-c2ccc(Cl)c(C(=O)O)c2)o1)c1nc2ccccc2[nH]1
  A: ?	B: -9%	C: ?	D: -10%[10.9 µM]

O=C(NCc1ccc2c(c1)OCO2)C1CC(=O)N(c2ccc(F)cc2)C1 (configuration not stated)
  A: ·	B: 13%	C: -3%	D: ·

CCc1ccccc1-n1c(SCC(=O)Nc2ccc(C)cc2)nc2n[nH]c(C)c2c1=N
  A: ?	B: -6%	C: -17%	D: -12%[10.9 µM]

Cc1cccc(-n2c(=O)c3c(c4cc(C)ccc4n3C)n(CC(=O)Nc3ccc(C)cc3C)c2=O)c1
  A: -0.2%	B: -3%	C: 6%	D: -8%[10.9 µM]

CC(=C/C(=O)O)/C(=C/c1ccccc1)C(=O)O
  A: ·	B: 17%	C: 22%	D: ·

Cc1nn(C(C)c2n[nH]c(=S)n2-c2ccc(F)cc2)c(C)c1[N+](=O)[O-] (configuration not stated)
  A: ·	B: 2%	C: 6%	D: ·

CCOc1ccc(-n2c(Cc3cc(=O)[nH]c(=O)[nH]3)nnc2SCC(N)=O)cc1
  A: -1.3%	B: -11%	C: -10%	D: -7%

COc1cc(C(=O)NCCC(=O)NC2CCCCCCC2)cc(OC)c1OC
  A: 0.0%	B: -3%	C: 1%	D: -12%

# (list continues)
# Keys: A = IkB signaling; B = p53ts 39C tox; C = p53ts 32C kill; D = Peg3 imprint
COc1ccc(NC(=O)Cn2c(=O)n(CCc3ccccc3)c(=O)c3sc4ccccc4c32)cc1
  A: 2.2%	B: ?	C: -3%	D: -11%[10.9 µM]

CCOC(=O)Nc1ccc2c(c1)Nc1ccccc1S2
  A: ?	B: -16%	C: -1%	D: -13%

COc1cccc(NC(=O)N(Cc2cn(C)c3ccccc23)C2CCCCC2)c1
  A: ?	B: ?	C: -25%	D: -11%[10.9 µM]

CC(=O)Nc1cn(C(C)=O)c(C)n1
  A: -0.2%	B: 13%	C: -11%	D: -5%

Cc1ccc(/C(O)=C2\C(=O)C(=O)N(CC(C)O)C2c2ccc(N(C)C)cc2)cc1 (configuration not stated)
  A: 0.0%	B: 4%	C: 8%	D: -18%

CCOC(=O)c1c(C)[nH]c(C(=O)CSc2nnc(CC(C)c3ccccc3)o2)c1C (configuration not stated)
  A: -0.3%	B: -27%	C: -14%	D: -10%

CCCc1nc(N)nc2c1C(=O)CC(C)(C)C2
  A: -0.3%	B: -3%	C: 6%	D: 0%

O=C(COc1ccc([N+](=O)[O-])cc1)N/N=C/c1cc([N+](=O)[O-])ccc1N1CCOCC1
  A: ·	B: 13%	C: -10%	D: ·

CCCNC(=O)C1CCC(Cn2c(=O)c3sccc3n(Cc3cccc(OC)c3)c2=O)CC1 (configuration not stated)
  A: 1.9%	B: 3%	C: 4%	D: 11%[10.9 µM]

CCC(=O)Nc1ccc(-c2nn3c(C)nnc3s2)cc1C
  A: 0.8%	B: -7%	C: 4%	D: -25%

CC1CCCCN1S(=O)(=O)c1ccc2c(c1)CCN2C(=O)CCC(=O)O (configuration not stated)
  A: 0.5%	B: -4%	C: 2%	D: -10%

Brc1cccc(-c2nnc3n2CCCCC3)c1
  A: 1.4%	B: -2%	C: 1%	D: -7%

CN(C)c1cc(-c2ccccc2)nc(N)n1
  A: 1.4%	B: -5%	C: -2%	D: -17%

COc1cccc(N2CCN(C(=O)CCn3c(=S)[nH]c4cc5c(cc4c3=O)OCO5)CC2)c1
  A: -1.0%	B: 6%	C: -1%	D: -3%

Nc1nc(SCC(=O)Nc2cccc(C(F)(F)F)c2)n[nH]1
  A: 2.6%	B: -14%	C: 5%	D: -5%[10.9 µM]

# Record cards (already shown). Values in the order: IkB signaling	p53ts 39C tox	p53ts 32C kill	Peg3 imprint
# Shown for CCOC(=O)c1c(C)[nH]c(C(=O)CSc2nnc(CC(C)c3ccccc3)o2)c1C (configuration not stated) = -0.3%	-27%	-14%	-10%
# Shown for Cc1ccc(/C(O)=C2\C(=O)C(=O)N(CC(C)O)C2c2ccc(N(C)C)cc2)cc1 (configuration not stated) = 0.0%	4%	8%	-18%
# Shown for CN(C)c1cc(-c2ccccc2)nc(N)n1 = 1.4%	-5%	-2%	-17%

# (next part)
# Keys: A = IkB signaling; B = p53ts 39C tox; C = p53ts 32C kill; D = Peg3 imprint
COCCn1c(C)cc(C(=O)CSc2nnc3scc(-c4ccc(Cl)cc4)n23)c1C
  A: 0.4%	B: 8%	C: 7%	D: -2%

Cc1oc2ncn(CC(C)C)c(=O)c2c1C(=O)Nc1cccc(C(F)(F)F)c1
  A: -1.2%	B: 5%	C: -1%	D: -5%[10.9 µM]

CCn1c2ccccc2c2nnc(SCCN3CCCCC3)nc21
  A: -4.2%	B: -6%	C: -14%	D: -5%[10.9 µM]

Cc1cccc(-c2noc(CN(C(=O)c3ccccc3Cl)C(C)C)n2)c1
  A: ?	B: -13%	C: 4%	D: -4%[10.9 µM]

O=C(Cn1nnc(-c2cccc(C(F)(F)F)c2)n1)NC(=O)NCc1ccco1
  A: 1.1%	B: -3%	C: -6%	D: -11%

CCCCCc1nnc(NC(=O)C2CCCO2)s1 (configuration not stated)
  A: 3.9%	B: -3%	C: -9%	D: -9%

O=C(Cn1ncc2c(=O)oc3ccccc3c21)NCC1COc2ccccc2O1 (configuration not stated)
  A: ?	B: 0%	C: 1%	D: -5%

COc1ccc(CSc2nc(C)cc(=O)[nH]2)cc1
  A: -0.7%	B: -16%	C: -17%	D: -45%[inhibitor]

CCOc1ccc(NC(=O)CN2CCCN(Cc3cc(C)ccc3C)S2(=O)=O)cc1
  A: ?	B: -8%	C: -14%	D: -13%[10.9 µM]

COC(=O)c1cc(C(=O)OC)cc(S(=O)(=O)Nc2ccc(Cl)c(N)c2)c1
  A: ?	B: 2%	C: 4%	D: -7%

CN(C(=O)CSc1ncccc1C(=O)O)c1ccccc1
  A: -0.2%	B: 1%	C: 4%	D: ?

O=C(CSCc1cnn(-c2ccccc2)c1-n1cccc1)NCc1ccc(Cl)cc1
  A: 0.1%	B: ?	C: 7%	D: -13%[10.9 µM]

COc1ccc(S(=O)(=O)N2CCC(NC(=O)Nc3ccc(C)cc3)CC2)cc1
  A: ?	B: 26%	C: 20%	D: ?

COc1cc(C)c(Br)cc1S(=O)(=O)N1CCCC1
  A: 1.9%	B: 4%	C: 3%	D: -5%

O=C(c1cccc(F)c1)N1CCN(C(=O)c2cc(-c3ccc(Cl)cc3Cl)on2)CC1
  A: ?	B: -18%	C: -14%	D: ?

# More records.
# Keys: A = IkB signaling; B = p53ts 39C tox; C = p53ts 32C kill; D = Peg3 imprint
Cc1nc2ccc3nc(NC(=O)c4ccc(S(=O)(=O)N5CCOCC5)cc4)sc3c2s1
  A: 0.4%	B: 7%	C: 8%	D: -4%

Cc1cc(Br)c(S(=O)(=O)n2nnc3ccccc32)cc1C
  A: -0.5%	B: 8%	C: -16%	D: -13%

Nc1ncnc2[nH]c(=O)[nH]c12
  A: ·	B: 0%	C: -7%	D: 13%

CCc1nnc(NC(=O)CSc2nnc(C3CCCCC3)n2-c2ccccc2)s1
  A: 1.3%	B: -13%	C: 0%	D: -10%

Cc1ccc(-n2c(SCC(=O)Nc3ccc4c(c3)OCCO4)nnc2-c2ccco2)cc1
  A: -2.1%	B: 2%	C: -7%	D: -20%

CCOC(=O)C1CCN(C(=O)COc2ccc(S(=O)(=O)NC(C)(C)C)cc2)CC1
  A: 0.1%	B: 9%	C: 1%	D: -5%

Cn1c(=O)c(=O)n(C)c2cc(S(=O)(=O)N3CCN(c4ccc(F)cc4)CC3)ccc21
  A: -1.6%	B: 10%	C: 8%	D: -4%[10.9 µM]

O=C1CCCc2sccc2N1
  A: 3.0%	B: 6%	C: -6%	D: -5%

O=C(CSc1nnc(Cc2cc(=O)[nH]c(=O)[nH]2)n1-c1ccccc1)N1CCCCC1
  A: -2.3%	B: -7%	C: 5%	D: 1%

CCOc1ccc(NC(=O)c2sc(N3CCOCC3)nc2-c2ccccc2)cc1
  A: ·	B: -2%	C: -4%	D: ·

CC(=O)Nc1cccc(NC(=O)CSc2nccn2Cc2ccc3c(c2)OCO3)c1
  A: ?	B: -31%	C: -4%	D: -8%[10.9 µM]

O=C(O)CCSc1nc2ccccc2n1CCOc1ccccc1
  A: -0.3%	B: 3%	C: -10%	D: -6%

NCCSC[C@H](N)C(=O)O
  A: -0.2%[11.4 µM]	B: -3%[9.22 µM]	C: 3%[9.22 µM]	D: 4%[10.9 µM]

O=C1CCCC2=C1C1(O)C(=O)c3ccccc3C1(O)O2 (configuration not stated)
  A: ?	B: 13%	C: 6%	D: -12%

Cc1cccc(C(=O)Nc2ccc(-c3nc4ccccc4s3)cc2Cl)c1
  A: 0.7%	B: 20%	C: -4%	D: -16%[10.9 µM]

# 6 of the entries above in order of their number in Peg3 imprint, highest first.
Molecule	Peg3 imprint
Nc1ncnc2[nH]c(=O)[nH]c12	13%
Cc1nc2ccc3nc(NC(=O)c4ccc(S(=O)(=O)N5CCOCC5)cc4)sc3c2s1	-4%
O=C1CCCc2sccc2N1	-5%
CCc1nnc(NC(=O)CSc2nnc(C3CCCCC3)n2-c2ccccc2)s1	-10%
Cc1cc(Br)c(S(=O)(=O)n2nnc3ccccc32)cc1C	-13%
Cc1ccc(-n2c(SCC(=O)Nc3ccc4c(c3)OCCO4)nnc2-c2ccco2)cc1	-20%

# New compounds follow:
# Keys: A = IkB signaling; B = p53ts 39C tox; C = p53ts 32C kill; D = Peg3 imprint
CO[C@@H]1COC(=O)[C@H]2CCCN2C(=O)[C@@H](C)COC(=O)[C@H](COCc2ccccc2)NC(=O)C/C=C\[C@H]1C
  A: ·	B: 1%[9.22 µM]	C: 0%[9.22 µM]	D: ·

CCOCCCN1C(=O)CN(C2CCCCC2)C(=O)C1c1ccc(OCC)c(OC)c1 (configuration not stated)
  A: -2.4%	B: -1%	C: 7%	D: -7%

O=C(CC12CC3CC(CC(C3)C1)C2)NCCN1CCOCC1
  A: -1.7%	B: 9%	C: 4%	D: -13%

Cc1cccc(N2CCN(C(=O)CN3C(=O)COc4ccc(S(=O)(=O)N5CCCCCC5)cc43)CC2)c1C
  A: ?	B: -6%	C: -2%	D: -15%[10.9 µM]

O=S(=O)(O)c1nc2ccccc2n1Cc1ccc(Cl)cc1
  A: 3.1%	B: 0%	C: 2%	D: -8%

COc1ccccc1N1C(=O)N(C(C)=O)C2C1Nc1ccccc1N2C (configuration not stated)
  A: 24%	B: ?	C: ?	D: -10%

Cc1cccc(C)c1NC(=O)Cn1nnc(C(=O)Nc2c(C)cccc2C)c1N
  A: -0.7%	B: 1%	C: -3%	D: 7%[10.9 µM]

# Random excerpt: 4 compounds from above, in no set order.
# Keys: A = IkB signaling; B = p53ts 39C tox; C = p53ts 32C kill; D = Peg3 imprint
Cc1cccc(N2CCN(C(=O)CN3C(=O)COc4ccc(S(=O)(=O)N5CCCCCC5)cc43)CC2)c1C
  A: ?	B: -6%	C: -2%	D: -15%[10.9 µM]

O=S(=O)(O)c1nc2ccccc2n1Cc1ccc(Cl)cc1
  A: 3.1%	B: 0%	C: 2%	D: -8%

COc1ccccc1N1C(=O)N(C(C)=O)C2C1Nc1ccccc1N2C (configuration not stated)
  A: 24%	B: ?	C: ?	D: -10%

CCOCCCN1C(=O)CN(C2CCCCC2)C(=O)C1c1ccc(OCC)c(OC)c1 (configuration not stated)
  A: -2.4%	B: -1%	C: 7%	D: -7%
